# Assay outcomes deposited in PubChem by The Scripps Research Institute Molecular Screening Center.
# ARFGAP1 inh = rat ARFGAP1 inhibition | Arfgap1-stimulated ARF1 GTP hydrolysis, GDP FP detection | inhibition, % at 16.5 µM | actives 0.26% (n = 360,000);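 active means inhibition above a per-plate limit, mean inhibition of low control wells plus 3 SD, cut at about 25% in these data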;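 further: 0% = DMSO wells with enzyme and 100% = wells lacking Arfgap1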
#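 System: truncated rat Arfgap1 GAP domain / Benchmarks: high control wells lacking Arfgap1, low control full reaction with DMSO / Times: compound-enzyme preincubation 20 min, reaction 120 min, detection 60 min, 25 °C / Repeats: one replicate per compound / Also added: human ARF1(Δ1-17)-GTP substrate / Measured by: Tracer-displacement fluorescence polarization with EDTA stop, 620/688 nm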
# proKLK7 act = proKLK7 (human) activation, primary screen; purified proKLK7, EDANS-DABCYL substrate fluorescence; 100% is mature enzyme control, 0% vehicle; activation, % at 7 µM; actives 0.9% (n = 370,000);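 active means activation above the mean of all tested compounds plus 3 SD, computed per campaign excluding outliers beyond control limits, cut at about 13% in these data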
# Target sequence (P49862 whole entry, looked up): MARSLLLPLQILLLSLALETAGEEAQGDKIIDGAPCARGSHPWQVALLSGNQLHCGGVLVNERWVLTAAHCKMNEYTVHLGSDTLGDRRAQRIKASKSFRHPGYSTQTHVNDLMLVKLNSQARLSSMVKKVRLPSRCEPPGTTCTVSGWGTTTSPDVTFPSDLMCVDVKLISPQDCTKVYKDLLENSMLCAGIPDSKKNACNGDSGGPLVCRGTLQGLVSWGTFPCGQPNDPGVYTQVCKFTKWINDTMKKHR
# Tn7 DDE FP = inhibitors of Tn7 peptide binding to human fibrin DD(E) | AID 720508 | inhibition, % at 8.3 µM | P02675 | actives 0.13% (n = 370,000) | FP displacement of FITC-Tn7 peptide from fibrin DD(E); 0% = median of compound wells per plate;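 active means inhibition above the mean of compounds falling within the control limits plus 3 SD of them, cut at about 14% in these data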;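 further: 0% = plate median of compound wells and 100% = 10 µM Aha-Tn7 peptide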
#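 Also added: labelled Tn7 tracer, 0.1 µM; Assay system: human fibrin DD(E) protein; Amount: 2 µM fibrin DD(E); Schedule: 10 min compound pre-incubation, 3 h probe incubation at room temperature; Repeats: one replicate per compound; Read-out basis: percent inhibition; Measured by: fluorescence polarization of the labelled Tn7 tracer.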
# ASAP1 GAP inh = inhibitors of human ASAP1 ArfGAP activity | Q9ULH1 | ASAP1-stimulated ARF1 GTP hydrolysis, GDP FP detection | inhibition, % at 16.5 µM | actives 0.19% (n = 360,000) | AID 624377; in the data active means inhibition above about 25%;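 further: 0% = vehicle with enzyme and substrate and 100% = no enzyme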
# ADAM17 inh = inhibitors of human ADAM17. P78536. recombinant ADAM17, EDANS/DABCYL FRET peptide cleavage. inhibition, % at 6.95 µM. actives 0.83% (n = 370,000);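 active means inhibition above the mean of compounds lying between control limits plus 3 SD, set per campaign, cut at about 8.5% in these data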;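 further: 0% = DMSO-only wells as the low control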
# Target sequence (P78536 215-824 limits assumed): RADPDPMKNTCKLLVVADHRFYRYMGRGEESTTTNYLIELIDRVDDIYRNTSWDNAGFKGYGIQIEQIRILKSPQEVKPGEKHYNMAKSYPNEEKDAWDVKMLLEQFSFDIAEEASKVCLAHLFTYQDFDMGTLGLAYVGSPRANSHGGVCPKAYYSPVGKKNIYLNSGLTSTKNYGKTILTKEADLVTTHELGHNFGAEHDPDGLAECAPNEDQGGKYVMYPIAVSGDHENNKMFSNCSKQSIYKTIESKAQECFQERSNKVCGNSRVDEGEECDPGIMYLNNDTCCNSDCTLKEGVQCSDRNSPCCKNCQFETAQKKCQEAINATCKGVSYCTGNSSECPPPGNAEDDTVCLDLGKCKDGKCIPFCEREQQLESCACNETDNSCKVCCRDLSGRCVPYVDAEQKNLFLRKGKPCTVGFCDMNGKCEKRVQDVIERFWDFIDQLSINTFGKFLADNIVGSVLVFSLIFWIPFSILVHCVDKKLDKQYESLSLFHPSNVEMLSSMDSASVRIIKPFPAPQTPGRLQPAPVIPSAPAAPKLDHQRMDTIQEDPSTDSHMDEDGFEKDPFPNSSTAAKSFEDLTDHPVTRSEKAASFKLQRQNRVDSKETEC
# UHRF1 MBD2 ctr = UHRF1 methyl-DNA binding inhibition | inhibition, % at 4.4 µM | Q96T88 | UHRF1 binding to methylated oligo, TR-FRET | actives 0.75% (n = 370,000); in the data active means inhibition above about 21%;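 further: UHRF1 SRA domain binding a hemimethylated CpG hairpin DNA probe; 0% = median of test compound wells and 100% = reference inhibitor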
# PLCb3 inh = inhibitors of human phospholipase C beta3 | Purified PLC-beta3, fluorogenic substrate, fluorescence | inhibition, % at 12.2 µM | actives 0.18% (n = 370,000) | AID 720704; in the data active means inhibition above about 11%;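 further: 0% = median of compound wells on plate and 100% = full blocker control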
# PLC-gamma1 inh = PLC-gamma1 (human) inhibition, primary screen | actives 0.84% (n = 370,000) | inhibition, % at 12.2 µM | AID 720700 | purified PLC-gamma1, fluorogenic substrate, fluorescence; in the data active means inhibition above about 9.5%
# MBD2 inh = inhibitors of human MBD2 binding to methylated oligonucleotide; Q9UBB5; TR-FRET; inhibition, % at 4.4 µM; actives 0.31% (n = 370,000); AID 686964; in the data active means inhibition above about 13%
# DDE Tn6 FP inh = DD(E)-Tn6 binding inhibition, primary FP screen. actives 0.21% (n = 370,000). Fibrin DD(E) TRITC-Tn6 fluorescence polarization displacement. P02675. inhibition, % at 8.3 µM;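 active means inhibition above a per-campaign cutoff: mean of compounds within control limits plus 3 SD, cut at about 15% in these data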;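 further: 0% = median of all compound wells on the plate and 100% = blocking peptide control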
# * hit, by the source's call; i = inactive.
# Start of the listing, in advance (6 entries):
Structure	ADAM17 inh	PLCb3 inh	ARFGAP1 inh	ASAP1 GAP inh	UHRF1 MBD2 ctr	Tn7 DDE FP	proKLK7 act	DDE Tn6 FP inh	PLC-gamma1 inh	MBD2 inh
Cc1nnc(NC(=O)CSc2ncn(-c3ccccc3)n2)s1	0	1	-3	8	-3	5	-0.2	6	1	-6
CNC(=O)c1[nH]cnc1C(=O)N[C@@H](CCCCNC(=O)OC(C)(C)C)C(=O)OC(C)(C)C	-3	0	2	-5	-1	2	0.1	3	0	-2
CCc1ccc(NC(=O)COC(=O)c2ccc(Cl)c(S(=O)(=O)N3CCCCCC3)c2)cc1	7	-1	-5	7	0	4	0.3	1	2	0
COc1ccc(Cl)cc1NC(=O)CSc1nnc(Cn2c(=O)sc3ccccc32)n1C	-4	-2	2	-2	2	9	-0.5	-7	-2	7
O=C(COC(=O)c1ccccc1OCc1ccc(F)cc1)NCC1CCCO1 (stereo not given)	-5	-4	7	-12	-3	-3	-0.4	-6	-1	-2
Cc1ccccc1N1CCN(S(=O)(=O)c2ccccc2)CC1	4	-1	-3	-7	7	-3	0.1	-7	-1	2

# The listing, repeating the preview:
Structure	ADAM17 inh	PLCb3 inh	ARFGAP1 inh	ASAP1 GAP inh	UHRF1 MBD2 ctr	Tn7 DDE FP	proKLK7 act	DDE Tn6 FP inh	PLC-gamma1 inh	MBD2 inh
Cc1nnc(NC(=O)CSc2ncn(-c3ccccc3)n2)s1	0	1	-3	8	-3	5	-0.2	6	1	-6
CNC(=O)c1[nH]cnc1C(=O)N[C@@H](CCCCNC(=O)OC(C)(C)C)C(=O)OC(C)(C)C	-3	0	2	-5	-1	2	0.1	3	0	-2
CCc1ccc(NC(=O)COC(=O)c2ccc(Cl)c(S(=O)(=O)N3CCCCCC3)c2)cc1	7	-1	-5	7	0	4	0.3	1	2	0
COc1ccc(Cl)cc1NC(=O)CSc1nnc(Cn2c(=O)sc3ccccc32)n1C	-4	-2	2	-2	2	9	-0.5	-7	-2	7
O=C(COC(=O)c1ccccc1OCc1ccc(F)cc1)NCC1CCCO1 (stereo not given)	-5	-4	7	-12	-3	-3	-0.4	-6	-1	-2
Cc1ccccc1N1CCN(S(=O)(=O)c2ccccc2)CC1	4	-1	-3	-7	7	-3	0.1	-7	-1	2
CCCCN(C)C(=O)Cn1c(=O)oc2cc(S(=O)(=O)N3CC(C)CC(C)C3)ccc21 (stereo not given)	-5	-5	7	6	2	4	0.0	-6	-1	4
CCN(CC1CCCN(CCc2cccc(OC)c2)C1)C(=O)c1ccoc1C (stereo not given)	-4	-9	14	8	2	0	0.2	0	-1	-3
O=C(Nc1cccc(F)c1)c1cccnc1NCCc1ccccc1	-16	-70	8	7	-3	7	-0.5	-3	-61	-2
O=C(NC1CCCCC1)c1ccc(CNc2ccccc2)o1	-5	-3	8	11	1	0	0.0	1	-4	3
c1cc(CCCc2ccncc2)ccn1	-1	-4	5	-1	-4	3	0.5	5	-1	-5
c1ccc(-n2cnc3cc(NCc4ccccn4)ccc32)cc1	-7	-17	-12	6	3	5	0.4	12	-19	-3

# Arranged by molar mass (ascending): some entries from above.
Structure	ADAM17 inh	PLCb3 inh	ARFGAP1 inh	ASAP1 GAP inh	UHRF1 MBD2 ctr	Tn7 DDE FP	proKLK7 act	DDE Tn6 FP inh	PLC-gamma1 inh	MBD2 inh
O=C(NC1CCCCC1)c1ccc(CNc2ccccc2)o1	-5	-3	8	11	1	0	0.0	1	-4	3
c1ccc(-n2cnc3cc(NCc4ccccn4)ccc32)cc1	-7	-17	-12	6	3	5	0.4	12	-19	-3
O=C(COC(=O)c1ccccc1OCc1ccc(F)cc1)NCC1CCCO1 (stereo not given)	-5	-4	7	-12	-3	-3	-0.4	-6	-1	-2

# The results go on.
Structure	ADAM17 inh	PLCb3 inh	ARFGAP1 inh	ASAP1 GAP inh	UHRF1 MBD2 ctr	Tn7 DDE FP	proKLK7 act	DDE Tn6 FP inh	PLC-gamma1 inh	MBD2 inh
Cc1cc(NC(=O)c2oc3ccccc3c2C)ccc1-n1cnnn1	2	-6	1	3	3	0	1.0	2	-7	-1
Cc1cc2cc(CCNC(=O)c3ccc(S(=O)(=O)N4CCCC4)cc3)c(=O)[nH]c2cc1C	1	-9	-5	-10	-2	0	0.7	-2	2	-5
CC(NS(=O)(=O)c1ccc(Cl)cc1)C(=O)NCCC1=CCCCC1 (stereo not given)	-2	-1	-8	-15	-2	7	0.3	-7	2	-6
COc1ccccc1CCC(=O)OCC(=O)NCc1ccc(OC)c(OC)c1	-2	2	-12	-2	-2	1	-0.1	-11	2	-1
CCOc1c(CNCCNC(=O)c2nonc2N)cccc1OC	-3	6	11	1	4	1	-0.3	0	-1	0
C=CCN(CC=C)S(=O)(=O)c1ccc(NC(=S)NC(=O)/C=C/c2ccc(C)cc2)cc1	2	6	5	-7	-7	1	0.1	6	3	-6
O=C(CNC(=O)c1ccco1)Nc1ccc(F)c(Cl)c1	2	-4	6	-4	2	4	0.2	1	1	-9
C=CCSc1nnc(-c2ccccc2NC(C)=O)c(=O)[nH]1	-1	-1	-11	-6	0	2	0.8	0	3	0
CCOc1ccc2[nH]c(=O)c(CN(CC3COCCO3)C(=O)c3ccco3)cc2c1 (stereo not given)	-7	0	5	-7	-1	0	0.1	-7	-1	-4
COc1cccc(/C=N/NC(=O)CN(C)S(=O)(=O)c2ccccc2)c1OC	-20	-32	0	-2	0	-2	0.6	5	-20	-7
CC(=O)C1=NOC(CNc2ncc(C(F)(F)F)cc2Cl)C1 (stereo not given)	-3	-2	6	7	2	-4	1.0	6	0	5
O=C1NN(c2ccccc2)C(=O)/C1=C/c1cccs1	-1	-3	-11	6	-1	-2	0.5	-1	-2	-1
COc1ccccc1C(=O)Nc1cccc2c1CCCC2	0	-5	3	5	2	5	0.2	1	2	0
COC(=O)c1ccc2nc(-c3ccc(F)cc3)c(Cc3cccc(F)c3)n2c1	-5	-16	19	-3	16	-3	-1.7	1	-13	-3
CCOC(=O)c1c2ccc(OCC(=O)NN)cc2n2ccccc12	-157	i	7	2	11	-7	49*	-4	i	1
CCOC(=O)CNC(=O)CSc1ncnc2c1cnn2-c1ccccc1	-2	1	2	11	-1	-11	0.2	7	-1	0
O=S(=O)(NC1c2cccc3cccc(c23)C1N1CCNCC1)c1ccc(Cl)cc1 (stereo not given)	-1	0	8	18	1	10	-0.1	6	1	8
CC1(C(=O)O)COC(c2ccc(Cl)cc2)OC1 (stereo not given)	-3	-9	1	-4	0	2	-0.5	6	1	2
CC(=O)Nc1ccc(C(=O)N/N=C(\C)CC(=O)Nc2ccc(OCc3ccccc3)cc2)cc1	-1	0	10	0	2	6	-0.3	-8	9	1
CCOc1ccc(-c2nnc(SCc3nc4ccccc4[nH]3)n2N)cc1	-3	-6	13	-2	-4	-1	-0.4	-5	4	3
O=C(O)CN1C(=O)/C(=C\c2ccccc2OCc2ccc(Cl)cc2)SC1=S	4	-6	-26	15	1	-8	-0.2	-10	6	-1
Cc1ccc2c(CN3CCN(S(=O)(=O)c4ccccc4C(F)(F)F)CC3)cc(=O)oc2c1C	3	-3	0	4	10	-9	-0.8	-2	7	2
O=C(c1ccco1)N1CCN(C(=O)c2[nH]ncc2[N+](=O)[O-])CC1	-4	-1	7	-4	1	-5	-0.4	-1	1	4
COC(=O)c1sc2nc3c(c(-c4cccs4)c2c1N)CCCC3	2	-87	-11	-4	-2	-8	0.6	-1	-71	-2
CC(C)(C)N(Cc1ccccc1)C(=O)COC(=O)c1ccc(Br)o1	-1	-4	-2	4	0	4	-0.2	-6	2	1
O=C(Nc1ccc2ccccc2n1)c1ccccc1	-1	-7	-2	-11	-1	2	-1.3	2	0	2
COc1ccc(/C=N/NC(=O)CCC(=O)Nc2ccc(F)cc2)c(OC)c1	-6	-1	-6	1	-1	-1	-1.0	-3	-2	-5
COc1ccc(C(C)NC(=O)c2ccc([N+](=O)[O-])cc2)cc1OC (stereo not given)	3	2	2	11	5	-7	0.9	-3	1	1
COCC(C)NC(=O)CSc1nc2ccccc2n1CCc1ccccc1 (stereo not given)	-1	-1	6	6	3	7	0.8	-8	-2	5
Cc1ccc(C(=O)Cc2cc3ccccc3oc2=O)c(C)c1	-3	-4	6	-8	0	-6	0.4	-1	-1	-2
COc1cc(-c2cc(C(=O)O)c3cc4c(cc3n2)OCCO4)cc(OC)c1OC	-5	-296	-1	13	6	7	-0.8	-7	-293	2
CCOC(=O)c1nnn(-c2nonc2N)c1CNc1ccccc1	-6	0	5	4	-1	4	0.2	4	-1	2

# Entries listed above that bear a hit mark in proKLK7 act:
Structure	ADAM17 inh	PLCb3 inh	ARFGAP1 inh	ASAP1 GAP inh	UHRF1 MBD2 ctr	Tn7 DDE FP	proKLK7 act	DDE Tn6 FP inh	PLC-gamma1 inh	MBD2 inh
CCOC(=O)c1c2ccc(OCC(=O)NN)cc2n2ccccc12	-157	i	7	2	11	-7	49*	-4	i	1
